Mtb RmlCD inh: M. tuberculosis RmlC/RmlD coupled enzyme inhibitors, primary screen, biochemical, compound mixtures, 384-well, from 1536-well plates; inhibition, % at 3.6 µM; RmlC+RmlD coupled enzyme assay, percent inhibition; primary screen in compound mixtures; 160,000 compounds, 0.03% hits; in the data active = inhibition mostly above about 34%, no sharp cut-off; inconclusive = no clear call, values can overlap the other calls; inactive = mostly below about 22%; note: some results filed as inactive read as strong as hits
Target sequence (P9WH09 whole entry, looked up): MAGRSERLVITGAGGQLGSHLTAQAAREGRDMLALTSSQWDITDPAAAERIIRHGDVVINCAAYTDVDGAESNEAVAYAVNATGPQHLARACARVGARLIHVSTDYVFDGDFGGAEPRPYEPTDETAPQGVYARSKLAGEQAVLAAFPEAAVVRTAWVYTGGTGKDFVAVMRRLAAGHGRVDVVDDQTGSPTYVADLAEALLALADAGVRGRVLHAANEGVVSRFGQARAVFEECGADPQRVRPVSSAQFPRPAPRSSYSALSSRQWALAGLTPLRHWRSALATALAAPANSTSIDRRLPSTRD
Target sequence (P9WH11 whole entry, looked up): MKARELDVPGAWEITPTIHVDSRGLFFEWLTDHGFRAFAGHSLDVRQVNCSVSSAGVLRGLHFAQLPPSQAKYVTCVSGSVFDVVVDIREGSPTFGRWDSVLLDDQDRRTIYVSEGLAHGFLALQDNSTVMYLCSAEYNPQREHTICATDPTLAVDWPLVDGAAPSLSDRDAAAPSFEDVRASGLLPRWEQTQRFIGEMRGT
M. tuberculosis GlmU: inhibition of mycobacterial GlmU enzyme – biochemical, glucosamine-1-phosphate acetyltransferase (AID 1376) | 220,000 compounds, 0.25% hits | M. tuberculosis GlmU acetyltransferase enzyme assay; higher % means a stronger effect | inhibition, %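 (tested at 30 µM in the primary screen)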; hits with a dose series show IC50 in µM | Bifunctional protein GlmU (Mycobacterium tuberculosis (strain ATCC 25618 / H37Rv)); in the data active = inhibition above about 13%; inconclusive = no clear call, values can overlap the other calls;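 note: 0% = complete reaction with vehicle and 100% = reaction without substrate; strong numbers were not always called active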
* marks the source's active call; other numbers are inactive results; ? = inconclusive; . = not tested or not shown.

SMILES	Mtb RmlCD inh	M. tuberculosis GlmU
O=S(=O)(NCC1CCCO1)c1cccc(S(=O)(=O)N2CCCC2)c1 (centres undefined)	25.6	-3.6%
COC(=O)C1=C(NC(=O)c2ccccc2[N+](=O)[O-])CCS1	-6.5	-5.9%
O=C(NNc1cccc(Cl)n1)c1cccnc1Cl	.	-3.4%
COCCn1c(-c2ccc(Br)cc2)csc1=Nc1cccnc1	32.6	-2.1%
O=c1c(N2CCOCC2)c(N2CCOCC2)c1=O	77.6	1.0%
COCC(C)NCc1ccc(C)cc1C (centres undefined)	10.6	3.9%
COC(=O)C1C(=O)c2c([nH]c(C(=O)OCC3CCCO3)c2C)CC1C (centres undefined)	2.8	4.2%
COC(=O)Cc1c(C)c2ccc(OCC(=O)NCc3ccc4c(c3)OCO4)cc2oc1=O	9.8	-6.1%
CCN(CC)CCn1c(-c2ccccc2)nc(=S)c2c1CC(C)(C)OC2	.	3.2%
Cc1ccc(OCC(=O)OCc2c(C)noc2C)cc1C	-2.1	-5.6%
O=C(NC(=S)NNC(=O)c1ccccc1O)c1cccnc1	6.0	12.9%*
O=C(NCNC(=O)c1ccccc1)c1ccccc1	-8.9	-1.5%
O=C(O)COc1ccc2c(-c3ccccc3)cc(=O)oc2c1	.	2.6%
COc1cccc(-c2nc(CS(=O)(=O)CC(=O)N3CCc4ccccc43)c(C)o2)c1	2.1	2.0%
COc1ccc(/C=C/C(=O)N(c2ccccn2)C2CCCCC2)cc1OC	-1.0	-6.5%
COc1cc2nc(CN3CCC(C(O)(c4ccccc4)c4ccccc4)CC3)[nH]c(=O)c2cc1OC	4.6	-2.3%
Cc1cc(N2C(=O)C3C4c5ccccc5C(c5ccccc54)C3C2=O)no1 (centres undefined)	-2.1	1.1%
COc1ccc(NC2=C(c3ccc(OC)cc3)C(=O)c3ccccc32)cc1	-2.1	-2.6%
CC(=O)c1ccc2c3c(ccc(O)c13)CC2	.	1.2%
COC(=O)C(C)N(C#N)c1nc(C)cc(C)n1 (centres undefined)	-0.4	2.2%
CCC(=O)Nc1ccccc1C(=O)OCc1ccc(C(=O)c2ccccc2)cc1	-2.5	1.9%
CN(C(=O)c1ccc(OC2CCN(CCc3ccccc3)CC2)cc1)C1CCOCC1	.	-3.1%
CN=C(Nc1ccc(Br)cc1)SC1CC(=O)N(c2ccc(OC)cc2)C1=O (centres undefined)	7.0	6.7%
N#Cc1nc(-c2ccco2)oc1N1CCOCC1	-13.4	-6.4%
Cc1ccccc1C(=O)NNc1ccc([N+](=O)[O-])cc1	8.3	-2.0%
CCOc1cc(NS(=O)(=O)c2ccc(NC(C)=O)cc2)c(OCC)cc1NC(=O)c1cccs1	.	0.8%
Cc1cc(C)cc(Oc2nc3ccccn3c(=O)c2/C=C(\C#N)C(=O)NC2CCS(=O)(=O)C2)c1 (centres undefined)	-10.5	5.1%
N#C/C(=C\c1ccccc1OCc1ccc(C(=O)O)cc1)c1ccccc1	62.9	0.0%
COc1ccc(/C=N/n2c(-c3n[nH]c4c3CCC4)n[nH]c2=S)cc1OC	1.9	14.3%*
COc1ccc(Cc2nc3ccccc3[nH]2)cc1OC	20.7	1.7%
O=S(=O)(c1ccc(Cl)cc1)N1CCN(C2CCCCCC2)CC1	15.4	5.6%
O=C(OC1CCOC1=O)c1ccc2ccccc2n1 (centres undefined)	-1.6	0.8%
O=S(=O)(NCCN1CCOCC1)c1ccc2c(c1)OCCO2	?	-6.1%
COC(C/C=C\[C@@H](O)[C@H](C)OCc1ccccc1)OC	.	0.9%
Cc1ccc(S(=O)(=O)Nc2ccc(NC(=O)Nc3ccc(F)cc3F)cc2)cc1	-2.5	-0.2%
Cc1nonc1NC(=O)N1CCCC1	14.1	-2.9%
Cc1cccc(NC(=O)c2oc3ccc(S(=O)(=O)N4CCOCC4)cc3c2C)c1C	-9.3	-1.2%
Cc1ccccc1-n1cnc2cc(NCc3cccs3)ccc21	.	0.2%
O=C(CSc1nnc(C23CC4CC(CC(C4)C2)C3)o1)Nc1ccc(N2CCOCC2)c(Cl)c1	?	-4.4%
CCC(CC)C(=O)Nc1nnc(-c2cccs2)s1	69.7	0.1%
Cc1ccc2c(c1)Oc1ccc(NC(=O)CCCl)cc1C(=O)N2	3.0	-2.5%
Cc1ccc(Nc2nc(NCCO)nc(N3CCCC3)n2)cc1	.	-0.9%
COCC(=O)Nc1ccc(Br)cc1	70.1	3.7%
Cc1ccc(C(=O)OC2OC(=O)C(Cl)=C2N2CCOCC2)cc1 (centres undefined)	-10.7	7.2%
CC(=O)Nc1cccc(NC(=O)c2c(-c3c(Cl)cccc3Cl)noc2C)c1	1.0	-0.2%
Cn1cnnc1SCC(=O)N1CCc2ccccc21	11.1	-2.0%
O=C(Nc1ccccc1N1CCCC1)c1cccc(Cl)c1Cl	6.1	8.4%
O=C(COC(=O)C1CCN(S(=O)(=O)c2cccs2)CC1)NCc1ccccc1	-2.8	6.2%
Cc1ccc(C(=O)c2cc([N+](=O)[O-])ccc2N2CCCCC2)cc1	-10.3	0.2%
CN1CCN(C(=O)C(Cc2ccccc2)NS(=O)(=O)c2ccc3c(c2)CCC(=O)N3)CC1 (centres undefined)	-5.0	0.4%
CC1(C)CC(=O)C(CCCN2C(=O)c3ccccc3C2=O)C(=O)C1	-7.5	0.2%
NS(=O)(=O)c1ccc(N=Cc2c(O)n(-c3nccs3)c(=O)c3ccccc23)cc1	63.5	-2.4%
CC(Oc1cccc(Cl)c1)C(=O)NCCCCc1ccccc1 (centres undefined)	-13.1	2.5%
CCCc1nnc(NC(=O)CCC(=O)N2CCCCCC2)s1	-5.1	4.3%
CN(CCOC(=O)c1ccc2c(c1)OCCO2)C(C)(C)C	.	-4.3%
COc1ccc(CCNC(=O)C(=O)NCC2OCCN2S(=O)(=O)c2ccc(Br)cc2)cc1OC (centres undefined)	2.0	9.0%
CN=C(Nc1cc(C)nn1-c1ccccc1)c1ccc(F)cc1	.	4.0%
FC(F)(F)c1ccc(N2CCOCC2)c(NC2=NCCCCC2)c1	4.8	4.9%
COc1cc(NC(=O)C2CCCN(c3ncccn3)C2)cc(OC)c1 (centres undefined)	.	-2.2%
O=C(NCCc1ccccc1)C(=S)N1CCCCC1	-11.1	-2.6%

Ordered by heavy-atom count (lowest first): part of the list above
SMILES	Mtb RmlCD inh	M. tuberculosis GlmU
COCC(=O)Nc1ccc(Br)cc1	70.1	3.7%
Cn1cnnc1SCC(=O)N1CCc2ccccc21	11.1	-2.0%
CN(CCOC(=O)c1ccc2c(c1)OCCO2)C(C)(C)C	.	-4.3%
O=C(Nc1ccccc1N1CCCC1)c1cccc(Cl)c1Cl	6.1	8.4%
Cc1ccc(C(=O)OC2OC(=O)C(Cl)=C2N2CCOCC2)cc1 (centres undefined)	-10.7	7.2%
CC1(C)CC(=O)C(CCCN2C(=O)c3ccccc3C2=O)C(=O)C1	-7.5	0.2%
COc1cc(NC(=O)C2CCCN(c3ncccn3)C2)cc(OC)c1 (centres undefined)	.	-2.2%
CC(=O)Nc1cccc(NC(=O)c2c(-c3c(Cl)cccc3Cl)noc2C)c1	1.0	-0.2%
O=C(COC(=O)C1CCN(S(=O)(=O)c2cccs2)CC1)NCc1ccccc1	-2.8	6.2%
NS(=O)(=O)c1ccc(N=Cc2c(O)n(-c3nccs3)c(=O)c3ccccc23)cc1	63.5	-2.4%
CN1CCN(C(=O)C(Cc2ccccc2)NS(=O)(=O)c2ccc3c(c2)CCC(=O)N3)CC1 (centres undefined)	-5.0	0.4%
COc1ccc(CCNC(=O)C(=O)NCC2OCCN2S(=O)(=O)c2ccc(Br)cc2)cc1OC (centres undefined)	2.0	9.0%

The results go on.
SMILES	Mtb RmlCD inh	M. tuberculosis GlmU
CCC(C)NC(=O)CS(=O)Cc1nc(-c2cccc(OC)c2)oc1C (centres undefined)	-4.6	6.6%
CC(=O)c1c(C)[nH]c(C(=O)NCc2ccccc2Cl)c1C	14.6	-1.6%
Cc1ccc(NCc2n[nH]c(=S)n2-c2ccccc2)cc1Cl	-10.2	.
Cc1c(Cl)c(=O)oc2cc(OC(C)C)ccc12	.	-1.1%
CCCCCCCCN1[C@@H](CC(=O)OCC)c2ccc(C(F)(F)F)cc2S1(=O)=O	.	-5.5%
CCn1nnnc1NC(=O)c1cccc(OC)c1	-5.8	-0.8%
Cc1cc(C(=O)NNC(=O)c2ccc(Cl)cc2)no1	-6.9	-2.4%
CC(=O)N(Cc1cc(=O)[nH]c2ccccc12)c1cccc(C)c1	8.8	4.6%
CNC(=S)NCCc1ccccc1	3.5	-2.3%
CCCn1c(/C=C/c2ccccc2)nc2ccccc21	-2.7	4.0%
COc1ccc(O)c(N)c1	1.1	11.2%
Cc1ccc(C)c(OCCn2cc(/C=C(/C#N)C(=O)NCC3CCCO3)c3ccccc32)c1 (centres undefined)	-4.6	-0.8%
O=C(O)c1cc(-c2ccccc2)nc2ccccc12	.	-2.2%
COc1ccc(OC)c(/C=C2\S/C(=N/NC(=O)c3ccc4ccccc4c3)NC2=O)c1	12.9	4.8%
CCN(C(C)=O)c1nnc(CSc2nc3ccccc3s2)s1	7.6	1.3%
CC(C)C(NC(=O)c1ccccc1Br)c1ccccc1 (centres undefined)	1.5	0.7%
CC(=O)Nc1ccc(SCC(=O)Nc2cc(C(C)(C)C)nn2-c2ccccc2)cc1	-9.6	5.1%
CC(C)Cc1[nH]c(=O)c(C#N)c2c1COC(C)(C)C2	19.4	-2.5%
CCn1c(CSc2nc3ccccc3[nH]2)nc2cc(C(=O)O)ccc21	12.7	-3.2%
CCOC(=O)CSc1nnc(-c2ccccc2)o1	.	1.1%
O=C(Nc1ccccn1)C1(c2cccs2)CCOCC1	9.8	-6.6%
CCC(C)(C(=O)NC1CCCCC1)N(Cc1cccs1)C(=O)Cc1cccs1 (centres undefined)	-8.8	2.6%
O=C(Cc1ccc(F)cc1)N/N=C/c1ccccn1	10.3	5.5%
Cc1cn2c(nc(=O)c3cccnc32)s1	-10.7	-5.5%
Cc1ccc(C(=O)Nc2ccc(F)cc2)o1	-10.0	-0.7%
O=C(CSc1nnc(-c2ccncc2)n1CC1CCCO1)Nc1cccc(O)c1 (centres undefined)	-5.6	3.5%
COc1cc(/C=C/C(=O)OCC(=O)c2c(N)n(C)c(=O)n(C)c2=O)ccc1OCC#N	0.8	-2.4%
Cc1ccc(S(=O)(=O)N(C)CCCC(=O)N2CCOCC2)cc1	10.2	1.8%
O=C(Cn1c(=O)oc2cc(S(=O)(=O)N3CCCC3)ccc21)N1CCc2ccccc2C1	-9.0	4.5%
COc1ccc(N(CC(=O)Nc2c(C)n(C)n(-c3ccccc3)c2=O)S(=O)(=O)c2ccccc2)cc1OC	7.4	6.3%
COc1ccc(OC)c(NC2c3ccccc3C(=O)N2c2cccnc2)c1 (centres undefined)	17.4	4.6%
Cc1cc(C)c(S(=O)(=O)NCCn2c(C)cc3ccccc32)c(C)c1	7.0	-3.8%
CCS(=O)(=O)N1CCCC(C(=O)NC2CCCCC2C)C1 (centres undefined)	7.7	0.6%
COc1ccc(OC)c(C(c2nnnn2CCc2ccccc2)N2CCC(C(N)=O)CC2)c1 (centres undefined)	-0.6	-0.1%
COCCNC(=O)C(c1ccc(F)cc1)N(C(=O)CCC(=O)Nc1nccs1)c1ccc(C)cc1 (centres undefined)	-7.1	0.9%
Clc1ccc(Nc2nc(-c3cccnc3)cs2)cc1	.	-3.4%
O=C(NCC1CCCO1)C(C(=O)c1ccccc1)n1ccccc1=O (centres undefined)	-9.9	0.5%
N#CCC(=O)N/N=C/c1cn(Cc2ccccc2C#N)c2ccccc12	6.7	1.1%
Cc1oc(C(N)=O)cc1COc1ccc(C(N)=O)cc1	-16.3	3.6%
CC(C)(C)[C@]1(O)C[C@@H]2OC(=O)C[C@@]23C(=O)O[C@@H]2OC(=O)[C@H](O)[C@]213	.	1.1%
O=C(Cc1cccs1)Nc1ccccn1	-8.6	.
Cc1nnc(SCC(=O)NC2CCCC2)s1	-8.4	0.7%
CC1(C)Cc2c(c(N3CCOCC3)nc3snc(Br)c23)CO1	.	-2.5%
O=C(CCS(=O)(=O)c1ccccc1)NC12CC3CC(CC(C3)C1)C2	8.1	-0.7%
O=C(CN1C(=O)c2ccccc2C1=O)Nc1cccc([N+](=O)[O-])c1	-9.7	-2.1%
N=c1n(Cc2ccccc2Cl)c2ccccc2n1CC(O)c1ccco1 (centres undefined)	7.5	-0.5%
COc1cc(CNC2CCC(C)C2)cc(OC)c1 (centres undefined)	-4.7	-2.5%
Cc1c(Cl)cccc1NC(=S)NCc1ccco1	41.2	-3.0%
CC1CN(C)C(c2ccccc2)C(C)C12NC(=O)NC2=O (centres undefined)	9.7	-3.3%
CCN(CC)C(=O)CSc1nnc(-c2ccncc2)n1N	-8.6	0.5%
COc1ccc(CN2CCN(Cc3cn(C)nc3-c3ccccc3)CC2CCO)c(C)c1C (centres undefined)	1.4	3.0%
Cc1ccc(NC(CC(=O)c2ccccc2)c2ccc(F)cc2)cc1 (centres undefined)	.	7.6%
CC1CC(=O)N(c2ccc(NCCc3ccccc3)c([N+](=O)[O-])c2)C1=O (centres undefined)	-14.7	2.5%
O=C(CSc1ncccn1)N/N=C/c1ccc(OC2CSC2)cc1	3.8	-2.7%
Cc1cc(Cl)c(OCCCNCc2ccccc2)c(Br)c1	-12.1	-4.8%

Screening data from PubChem BioAssay.

Only part of the results is shown; rates above refer to the full screens.
